Bioassay records deposited in PubChem BioAssay by National Center for Advancing Translational Sciences (NCATS).
Coupling enz: qHTS Assay for Inhibitors of Fructose-1,6-bisphosphate Aldolase from Giardia Lamblia: Coupling assay counterscreen | coupling enzyme system counterscreen, AmpLite Red fluorescence | AID 2472, 2010 | 0.67% of 290,000 active | activity change, negative = inhibition, % at 58.2 µM, hits read low; in the data active = activity change below about -30%; note: % is set by controls: 0 for no effect and ±100 for the full control effect
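First, compound is pin-transferred into glyceraldehyde-3-phosphate coupling-enzyme reagent at 57.5 uM final and held 10 min at RT. Next, substrate, coupling system and AmpLite Red are added. After 20 min RT, fluorescence (525/598 nm) is read.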
NPC1 promoter act: qHTS Assay for NPC1 Promoter Activators | 2.4% of 320,000 active | Potency, µM (doses to about 9.22 µM), without a hit: at the highest dose activation, hits mostly activators | Huh7 NPC1 promoter luciferase reporter, 24 h;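 note: potency is the fitted concentration of half-maximal effect; % of control where 0% means no effect; nearly all actives have a fitted effect of over 60% in size; reporter is driven by a mutant NPC1 promoter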
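Cells: Huh7 expressing luciferase under the NPC1 promoter, 1500/well. Seeded 2 h, compound added, incubated 24 h at 37 °C. Luciferase reagent, 10 min ambient, then luminescence.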
ELG1 genotox: qHTS screen for small molecules that induce genotoxicity in human embryonic kidney (HEK293T) cells expressing luciferase-tagged ELG1; 1.3% of 330,000 active; AID 504466, 2011; Potency, µM (titrated, usually from 46 µM), for inactives: top-dose activity change, positive = activation, actives largely listed as activators; HEK293T ELG1-luciferase reporter, luminescence, 16 h; note: potency is the fitted concentration of half-maximal effect; % of control where 0% means no effect; nearly all actives have a fitted effect of over 60% in size
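Genotoxic stress is detected as increased luminescence from luciferase-tagged ELG1 in HEK293T cells, measured with ONE-Glo after a 16 hr treatment at 37 °C.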
RORgamma inh: qHTS for inhibitors of ROR gamma transcriptional activity; Nuclear receptor ROR-gamma (Mus musculus), P51450; Drosophila S2 Gal4-RORgamma UAS-luciferase reporter, 20 h; Potency, µM (highest dose often 53.6 µM), for inactives: at the top dose activity change, negative = inhibition, actives largely listed as inhibitors; 5.4% of 310,000 active; note: potency is the fitted concentration of half-maximal effect; % is set by controls: 0 for no effect and ±100 for the full control effect; nearly all actives have a fitted effect of over 60% in size
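Luminescence from a UAS-regulated Photinus luciferase reporter in stably transfected Drosophila Schneider cells is measured; decreased signal marks ROR gamma inhibition. Fusion expression is induced by 700 uM copper sulfate for 20 hr.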
KCNH2 3.1 block: qHTS for Inhibitors of KCHN2 3.1: Mutant qHTS; activity change, % (tested at about 1.8 µM); U2OS KCNH2 3.1, thallium flux FluxOr; hits give low values; Potassium voltage-gated channel subfamily H member 2, brain isoform KCNH2 3.1 (human); AID 720553, 2013; 0.95% of 340,000 active;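 active = maximum activity change below -70%; inconclusive = maximum activity change from -70% to -50%; inactive = maximum activity change above -50%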;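 note: thallium influx rate constant from kinetic fluorescence after stimulation buffer; % is set by controls: 0 for no effect and ±100 for the full control effect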
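FluxOr-based Tl+ influx in U2OS cells transduced with KCNH2 3.1 virus; rate constants normalized to DMSO controls.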
Giardia kill: Small Molecules that selectively kill Giardia lamblia: qHTS. AID 540267, 2011. 0.15% of 340,000 active. activity change, % at 7.66 µM, hits read low. Giardia lamblia trophozoite viability; in the data active = activity change below about -80%; inconclusive = between about -30% and that limit;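 note: parasites exposed to compound for two days anaerobically before the ATP read; % is set by controls: 0 for no effect and ±100 for the full control effect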
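Viability, read as ATP luminescence: trophozoites at 100 cells/well, compound added, 48 hrs anaerobic at 37 deg C, then 15-30 min room-temperature development before reading.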
FLuc modulator: qHTS profiling assay for firefly luciferase inhibitor/activator using purifed enzyme and Km concentrations of substrates (counterscreen for miR-21 project); Luciferin 4-monooxygenase (Photinus pyralis), P08659; purified FLuc, Km substrates, luminescence inhibition; Potency, µM (top dose mostly 57.5 µM), inactives show top-dose activity change, negative = inhibition, hits mostly inhibitors; 6.9% of 360,000 active;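 note: potency is the fitted concentration of half-maximal effect; plate controls were vehicle for no effect and reference inhibitor for full effect; nearly all actives have a fitted effect of over 55% in size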
Target sequence (P08659 whole entry, looked up): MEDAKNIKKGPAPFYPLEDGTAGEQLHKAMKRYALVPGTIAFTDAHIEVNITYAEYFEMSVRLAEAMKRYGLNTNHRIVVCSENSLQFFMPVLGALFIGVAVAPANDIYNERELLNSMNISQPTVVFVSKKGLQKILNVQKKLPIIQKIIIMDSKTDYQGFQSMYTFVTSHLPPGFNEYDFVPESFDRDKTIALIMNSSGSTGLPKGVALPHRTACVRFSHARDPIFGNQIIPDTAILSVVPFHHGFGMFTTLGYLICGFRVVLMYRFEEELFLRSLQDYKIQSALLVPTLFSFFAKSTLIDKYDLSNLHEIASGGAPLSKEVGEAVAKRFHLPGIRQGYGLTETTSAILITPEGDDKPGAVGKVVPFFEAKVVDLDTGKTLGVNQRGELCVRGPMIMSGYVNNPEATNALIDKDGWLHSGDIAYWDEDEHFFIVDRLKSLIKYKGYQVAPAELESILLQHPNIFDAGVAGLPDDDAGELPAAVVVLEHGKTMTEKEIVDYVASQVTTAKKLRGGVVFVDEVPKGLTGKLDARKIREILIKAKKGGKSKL
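Biochemical qHTS of compounds, final roughly 60 µM downward over six points, against 10 nM purified firefly luciferase using Km concentrations of substrates (10 uM D-luciferin, 10 uM ATP) in Tris acetate pH 7.5 buffer; luminescence output.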
Rab9 prom act: qHTS Assay for Rab9 Promoter Activators. Potency, µM (doses to about 9.22 µM), inactives show top-dose activation, negative = inhibition, most hits filed as activators. Huh7 Rab9 promoter-luciferase reporter, luminescence, 24 h. 2.8% of 320,000 active; note: potency is the fitted concentration of half-maximal effect; % of control where 0% means no effect; nearly all actives have a fitted effect of over 60% in size
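Promoter activation is measured as luciferase luminescence in Huh7 cells stably transfected with a Rab9 promoter–luciferase construct, following 24 h compound exposure at 37 °C and 10 min reagent incubation at ambient temperature.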
VP16 counter: VP16 counterscreen qHTS for inhibitors of ROR gamma transcriptional activity; Drosophila S2 Gal4-VP16 UAS-luciferase, luminescence, 20 h; AID 2546, 2010; Potency, µM (top dose mostly 53.6 µM), inactives show top-dose activity, negative = inhibition, hits mostly inhibitors; 3.5% of 310,000 active;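 note: Gal4-VP16 expression switched on by copper sulfate through the metallothionein promoter; potency is the fitted concentration of half-maximal effect; % is set by controls: 0 for no effect and ±100 for the full control effect; nearly all actives have a fitted effect of over 50% in size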
Tb PFK inh: qHTS Assay to Find Inhibitors of T. brucei phosphofructokinase. 0.17% of 330,000 active. Potency, µM (titrated, usually from 57.5 µM), for the others: at the top dose activity, negative = inhibition, hits mostly inhibitors. T. brucei PFK, ADP-Glo luminescence. ATP-dependent 6-phosphofructokinase (Trypanosoma brucei brucei), O15648;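 note: potency is the fitted concentration of half-maximal effect; 0% = uninhibited 1x PFK enzyme wells and -100% = no-enzyme wells; nearly all actives have a fitted effect of over 60% in size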
Target sequence (O15648 whole entry, looked up): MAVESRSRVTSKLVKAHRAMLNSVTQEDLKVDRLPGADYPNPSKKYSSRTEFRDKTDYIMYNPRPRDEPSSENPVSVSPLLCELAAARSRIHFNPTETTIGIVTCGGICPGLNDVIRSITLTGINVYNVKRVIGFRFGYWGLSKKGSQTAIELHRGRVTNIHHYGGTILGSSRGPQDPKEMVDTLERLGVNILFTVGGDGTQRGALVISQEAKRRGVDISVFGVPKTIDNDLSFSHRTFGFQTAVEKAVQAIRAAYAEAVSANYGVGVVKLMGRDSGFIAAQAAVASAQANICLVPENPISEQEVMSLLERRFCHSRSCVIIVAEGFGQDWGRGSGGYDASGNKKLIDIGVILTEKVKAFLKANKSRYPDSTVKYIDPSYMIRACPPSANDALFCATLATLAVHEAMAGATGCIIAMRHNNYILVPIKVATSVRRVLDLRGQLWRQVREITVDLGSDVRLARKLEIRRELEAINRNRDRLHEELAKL
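Activity is normalized to no-enzyme wells (full inhibition) and 1.25 nM enzyme wells (no inhibition). Reaction: 0.5 mM F6P, 0.1 mM ATP, 45 min RT, ADP-Glo luminescence; concentration-response curves fitted and classed by quality.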
uPA surface inh: qHTS for Inhibitors of Cell Surface uPA Generation; cell surface uPA generation assay, qHTS; Potency, µM (series often up to 38.3 µM), for the others: top-dose activity change, negative = inhibition, hits mostly inhibitors; 0.31% of 330,000 active; AID 540303, 2011; active = well fitted inhibition curve with a large enough effect; inconclusive = small, poorly fitted or top-dose-only effect; inactive = no such curve, though single readings can be large or run the other way; tested in mouse RAW 264.7 cells; note: potency is the fitted concentration of half-maximal effect; % is set by controls: 0 for no effect and ±100 for the full control effect; nearly all actives have a fitted effect of over 55% in size
An asterisk follows results filed as active; ? = inconclusive; / = not tested or not shown; & = joins results of further samples; [ ] = another dose, or the depositor's remark. Unless noted, calls come from the whole dose curve; as a rule, active = well fitted curve in the direction sought with a large enough effect; inconclusive = small, poorly fitted or top-dose-only effect, or another doubt; inactive = no such curve, though single readings can be large; an effect the other way counts as inactive or inconclusive.

mol	VP16 counter	NPC1 promoter act	Coupling enz	RORgamma inh	Tb PFK inh	Giardia kill	KCNH2 3.1 block	Rab9 prom act	FLuc modulator	uPA surface inh	ELG1 genotox
COc1ccc(-c2oc3ncnc(NCCCN(C)C)c3c2-c2ccc(OC)cc2)cc1	-16%	-4%	0	?	-3%	-15	3	-2%	1%	?	7%
CCCCN(CC)CCNC(=O)C1CCN(S(=O)(=O)c2cccc3nsnc23)CC1	?	-2%	0	-5%	8%	3	4	-4%	-1%&1%	-8%	0%
O=[N+]([O-])c1ccccc1S(=O)(=O)N1CCN(Cc2cc3c(cc2O)OCO3)CC1	4%	-11%	-4	-2%	-5%	-6	6	-1%	-1%	0%	-2%
CCCCN(C)C(=O)c1cc2cc3ccc(OC)cc3nc2s1	?	0.5µM*	0	?	-7%	-22	2	0.45µM*	0.76µM*	-12%	?
CCOc1ccc(NC(=O)C(C)Oc2ccc(C#N)cc2)cc1S(=O)(=O)N1CCCC1 (stereo not given)	/	-4%	/	/	-2%	?	-7	0%	4%	-3%	5%
CCOc1cc(/C=N/NC(=O)Cn2nc([N+](=O)[O-])cc2C)cc(Br)c1OCc1ccccc1F	-13%	2%	1	?	0%	-7	-19	4%	1%	/	-2%
COC(=O)c1c(C(=O)OC)c(-c2ccc(C)cc2)n2c1CCC2	-6%	-6%	3	9%	-1%	-10	/	2%	6%	/	1%
Cc1ccccc1N(CC(=O)N1CCc2ccccc2C1)S(C)(=O)=O	-3%	-1%	1	-14%	1%	-24	-4	0%	1%	5%	-1%
Cc1ccc(C(c2nnnn2C2CCCCC2)N2CCN3CCCC3C2)cc1 (stereo not given)	-3%	1%	0	-1%	-2%	0	-8	0%	-1%	-3%	-1%
CN(C)S(=O)(=O)c1cccc(COC(=O)c2ccc3c(c2)OCO3)c1	13%	-6%	-2	3%	0%	13	-13	20%	-3%	-4%	-6%
O=C(/C=C/Sc1ccccc1)c1ccccc1	?	2%	0	?	-7%	-10	3	13%	0.43µM*	?	?
CCOc1ccc(C(=O)NCc2ccco2)cc1	5%	22%	3	16%	-14%	32[activator]	-11	22%	?	/	?
Cc1nc2cc(NC(=O)Nc3ccc(Br)cc3)ccc2o1	-1%	1.8µM*	-5	?	-5%	-19	0	0.5µM*	2.4µM*	-3%	?
Cn1c(=O)n(C)c2cc(S(=O)(=O)NCc3ccccc3)ccc21	-11%	1%	1	11%[10 µM]	-2%	-2	9	2%	4%	-4%	-1%
CCOC(=O)c1sc(NC(=O)c2cccc(S(=O)(=O)N3CCN(C)CC3)c2)cc1C	?	0%	-7	?	6%	-24	-4	2%	?	-11%	4%
O=C(NNC(=O)c1cccnc1)NC1CCCCC1	14%	-5%	2	-14%	-2%	-22	3	2%	0%	5%	4%
CCN1CCc2c(OCC(=O)N3N=C(c4cccs4)CC3c3ccc(F)cc3)cccc2C1=O (stereo not given)	-12%	-2%	1	17%	0%	9	4	-5%	-1%	-13%	-14%
Cc1nn(-c2ncc(C(F)(F)F)cc2Cl)c(=O)n1-c1ccccc1F	-3%	-9%	-3	-2%	2%	4	21	-12%	5%	6%	-4%
Nc1nnc(SCC(=O)N2CCCCC2)s1	-10%	11%	/	-1%	3%	-16	9	2%	0%	7%	9%
Cc1ccc(CNC(=O)CCNC(=O)Cn2ccc3ccccc3c2=O)o1	0%	-2%	0	2%	-4%	4	9	-6%	-1%	0%	3%
O=C(c1ccco1)N1CCN(C(=O)C23CC4CC(CC(C4)C2)C3)CC1	2%	-3%	8	2%	-1%	-27	1	0%	1%	1%	-9%
CCC1CCCCN1CCCNC(=O)C1CCN(c2ncnc3c2nc2n3CCCCC2)CC1 (stereo not given)	0%	-4%	-2	-14%	1%	-9	17	2%	3%	5%	1%
COC(=O)c1ccccc1NC(=O)CSc1nncn1-c1ccccn1	7%	1%	0	8%	2%	1	-26	1%	0%	2%	?
CC(C)NC(=O)/C(C#N)=C\c1ccc(N(C)C)o1	2%	0%	3	38%	2%	-8	4	0%	?	/	-12%
Cc1oc(-c2ccccc2)cc1C(=O)Nc1cccc(/C=C/C(=O)O)c1	3%	-1%	-1	?	10%	0	7	-1%	15µM*	-4%	1%

Remaining list, next part.
mol	VP16 counter	NPC1 promoter act	Coupling enz	RORgamma inh	Tb PFK inh	Giardia kill	KCNH2 3.1 block	Rab9 prom act	FLuc modulator	uPA surface inh	ELG1 genotox
Cc1cccc(C)c1OCC(=O)N1CCc2ccccc2C1	2%	-4%	1	-8%	2%	-14	10	-2%	0%	-5%	-2%
C[C@@H]1CN([C@H](C)CO)C(=O)c2cc(NC(=O)Nc3ccc(C(F)(F)F)cc3)ccc2O[C@H]1CN(C)S(=O)(=O)c1ccccc1	/	/	/	/	1%	-7	2	/	/	?	-9%
O=C1C=C(/C=C/C2C=CC=CC2)C[C@@H](c2ccc(Cl)cc2)C1 (stereo not given in full)	/	-4%	/	/	9%	5	-14	-6%	1%	5%	1%
COc1ccc(NC2CS(=O)(=O)CC2OC(=O)c2ccc(F)cc2)cc1 (stereo not given)	-1%	0%	5	19%	1%	-8	9	-6%	0%	/	-1%
Nc1ccc(S(=O)(=O)NC2(C(F)(F)F)NC(=O)N(c3ccc(F)cc3)C2=O)cc1 (stereo not given)	3%	-6%	1	3%	-2%	-7	4	-2%	1%	0%	-2%
C[N+]1(CC(=O)OCCCc2ccccc2)CCOCC1	-7%	-1%	/	-3%	-2%	0	10	6%	5%	-2%	1%
COc1ccc(NC(=O)COc2ccc(C)c(C)c2)cc1S(=O)(=O)N1CCCCC1	/	0%	/	/	0%	16	0	-14%	?	-6%	0%
O=C(O)c1ccc(NC(=O)C(c2ccccc2)c2ccccc2)cc1	-21%	2%	-1	9%	1%	-1	3	9%	2%	25%	0%
Cc1ccc(C(c2nnnn2C(C)(C)C)N2CCN(C3CCCC3)CC2)cc1 (stereo not given)	-5%	-1%	4	-15%	0%	-14	-28	-1%	9%	2%	?
COc1ccccc1C(=O)Nc1cccc2c1CCCC2	4%	-4%	0	2%	0%	-2	-30	-4%	?	6%	-4%
Cc1cccc(C(=O)O)c1[N+](=O)[O-]	1%	2%	/	14%	-1%	0	10	-5%	5%	16%	0%
O=C(CN1CCN(c2ccccn2)CC1)Nc1ccc(OC(F)(F)F)cc1	6%	-1%	0	53%	4%	0	-6	-4%	-1%	-1%	-5%
Cc1ccc(S(=O)(=O)NCC(c2cccnc2)N2CCN(Cc3ccccc3)CC2)cc1 (stereo not given)	-8%	3%	/	-5%	-3%	-2	-20	2%	4%	1%	2%
Nc1nc(SCC(=O)NN(c2ccccc2)c2ccccc2)n[nH]1	-11%	2%	4	4%	2%	-12	/	-7%	3%	5%	-4%
CCc1ccc(C(=O)COC(=O)c2ccccc2OC)cc1	?	2.2µM*	/	1%	0%	-11	8	3.2µM*	0.48µM*	-9%	?
COc1cc([N+](=O)[O-])ccc1NC(=O)Cc1ccc(F)cc1	-3%	0%	0	40%	3%	64[activator]	-3	3%	0%	-2%	0%
CN(C(=O)COC(=O)/C=C/c1ccccc1[N+](=O)[O-])c1ccccc1	1%	-1%	3	41%	15%	2	23	-3%	3%	-2%	3%
COc1ccc(S(=O)(=O)N2CCCN(Cc3cccc(F)c3)CC2)cc1	11%	2%	3	36%	-1%	-8	-43	-2%	0%	3%	-6%
COc1ccccc1NC(=O)Cn1c(O)c(N=NC(=O)c2ccccc2O)c2ccccc21	-9%	1%	0	38%	0%	-13	1	13%	?	8%	-6%
CCc1ccc(OC(=O)c2ccn(CC)n2)cc1	0%	0%	-7	-5%	13%	11	7	3%	15µM*	9%	3%
CN(C)c1ccc(-c2nnc(-c3ccccc3F)o2)cc1	?	0.35µM*	0	11µM*	13%	1	-9	0.45µM*	1.2µM*	?	?
CCOC(=O)c1ccc(NC(=O)c2ccc(CO)c(C(=O)NC3CCN(C(=O)OCC)CC3)c2)cc1	-3%	-6%	3	-7%	6%	-3	-4	4%	-1%	-1%	0%
COc1nc(C)nc(C)c1Oc1ccc(Cl)cc1Cl	2%	0%	-2	10%	0%	6	6	-5%	0%	6%	-3%

Hits appear at their usual frequency, and some 14% of all compounds hit somewhere here.
